CHRM5 PAM: human M5 muscarinic receptor positive allosteric modulators, primary screen, CHO-K1 cells, Fluo-8 calcium fluorescence; Muscarinic acetylcholine receptor M5 (Homo sapiens), P08912; CHO-K1 hM5, ACh EC20 PAM; 0% = ACh EC20, 100% = ACh EC100; activation, % at 3 µM; hit rate 0.3% among 360,000;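 active means activation above the run cutoff, the mean activation of all test compounds plus 3 SD, cut at about 18% in these data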
Target sequence (P08912 whole entry, looked up): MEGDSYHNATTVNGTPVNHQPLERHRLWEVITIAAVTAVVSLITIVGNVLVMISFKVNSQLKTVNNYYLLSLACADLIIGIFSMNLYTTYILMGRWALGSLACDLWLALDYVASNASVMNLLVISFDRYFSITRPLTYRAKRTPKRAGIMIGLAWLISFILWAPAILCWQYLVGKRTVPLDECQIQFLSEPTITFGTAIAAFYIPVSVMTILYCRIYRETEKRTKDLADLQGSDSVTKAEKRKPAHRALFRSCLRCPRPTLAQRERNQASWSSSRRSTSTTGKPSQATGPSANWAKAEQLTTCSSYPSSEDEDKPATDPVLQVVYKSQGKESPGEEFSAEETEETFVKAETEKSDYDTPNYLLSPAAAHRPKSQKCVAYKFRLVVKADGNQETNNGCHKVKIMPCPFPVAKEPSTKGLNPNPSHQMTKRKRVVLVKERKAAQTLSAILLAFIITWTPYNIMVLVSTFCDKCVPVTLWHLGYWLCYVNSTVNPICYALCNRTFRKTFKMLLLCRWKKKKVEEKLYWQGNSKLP
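Measured by: Fluo-8 calcium fluorescence; material: human M5 receptor in CHO-K1 cells; schedule: Post-acetylcholine fluorescence recording 140 s; benchmarks: low control EC20 acetylcholine (0%), high control EC100 acetylcholine (100%); read-out: Max/basal fluorescence ratio as % of EC20–EC100 ACh window; compound: single dose, 3 µM nominal final test concentration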
M5 antag: human M5 muscarinic receptor antagonists, primary screen, CHO cells, Fluo-8 calcium fluorescence; CHO-hM5 cells, ACh EC80; inhibition, % at 3 µM; hit rate 0.59% among 360,000;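 active means inhibition above a per-plate cutoff, the mean of that plate's test compounds plus 3 SD, cut at about 27% in these data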;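 further: 0% = acetylcholine EC80 with DMSO and 100% = DMSO without agonist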
M4 PAM: human M4 muscarinic receptor positive allosteric modulators, primary screen, CHO-K1 cells, Fluo-8 calcium fluorescence; Muscarinic acetylcholine receptor M4 (Homo sapiens), P08173; hit rate 0.4% among 360,000; CHO-K1 hM4/Gqi5, ACh EC20; 0% = ACh EC20, 100% = maximal ACh; activation, % at 3 µM;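 active means activation above its plate's cutoff, the mean activation of sample wells plus 3 SD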; further: some results filed as inactive read as strong as hits
CHRM5 agonist: human M5 muscarinic receptor agonists, primary screen, CHO-K1 cells, Fluo-8 calcium fluorescence. Muscarinic acetylcholine receptor M5 (Homo sapiens), P08912. CHO-K1 hM5 cells; 0% DMSO wells, 100% maximal acetylcholine response. activation, % at 3 µM. hit rate 0.19% among 360,000;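 active means activation above the run's mean over test compounds plus 3 SD, cut at about 23% in these data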;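 further: signal is peak over basal fluorescence ratio across the kinetic read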
CHO-K1 Ca PAM: nonselective calcium activators in parental CHO-K1 cells, primary screen, counter-screen for M1 PAM project, cell-based, Fluo-8 calcium fluorescence, full deck, 1536-well; ATP EC20; 0% at ATP EC20, 100% at ATP max; activation, % at 3 µM; AID 602247, 2012; hit rate 0.02% among 360,000;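 active means activation above the run cutoff, the mean activation of all test compounds plus 3 SD, cut at about 40% in these data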;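 further: peak over basal fluorescence ratio in a 140 s read after ATP addition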
CRFBP-R2 block: antagonists of CRF-BP/CRF-R2 complex, primary screen, cell-based, HEK293, calcium dye fluorescence, uHTS; CRF-induced calcium fluorescence; inhibition, % at 11.8 µM; hit rate 0.59% among 350,000; AID 588475, 2011;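 active means inhibition of the ligand-induced calcium signal above about 50% at the single tested concentration, limit read from the data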
TAAR1 antag: human TAAR1 antagonists, primary screen, Fluo-8 calcium fluorescence, CHO RD-HGA16 cells. inhibition, % at 3 µM. AID 624466, 2012. antagonist. hit rate 1.5% among 360,000;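 active means inhibition above a per-plate cutoff, the mean inhibition of test compounds on that plate plus 3 SD, cut at about 49% in these data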;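 further: 0% = DMSO plus EC80 beta-PEA response and 100% = DMSO alone without agonist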
Target sequence (Q96RJ0 whole entry, looked up): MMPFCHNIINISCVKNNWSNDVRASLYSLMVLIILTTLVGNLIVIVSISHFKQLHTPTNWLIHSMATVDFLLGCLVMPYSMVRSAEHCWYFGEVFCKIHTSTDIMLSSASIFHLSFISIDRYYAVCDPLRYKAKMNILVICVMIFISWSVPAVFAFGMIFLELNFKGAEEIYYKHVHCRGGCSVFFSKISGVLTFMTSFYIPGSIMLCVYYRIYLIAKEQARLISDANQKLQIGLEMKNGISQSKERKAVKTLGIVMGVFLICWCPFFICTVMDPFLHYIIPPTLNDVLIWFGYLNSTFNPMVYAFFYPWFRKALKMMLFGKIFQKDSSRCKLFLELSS
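Assay system: CHO-derived RD-HGA16 cells stably expressing human TAAR1 plus Gα16. Timing: 140 s kinetic read after compound, 140 s after agonist. Technique: kinetic Fluo-8 calcium fluorescence measurement. Measure: % inhibition of agonist calcium response.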
CRFBP-R2 agonist: agonists of CRF-BP/CRF-R2 complex, primary screen, cell-based, HEK293, calcium dye fluorescence, uHTS. CRF-binding protein / CRF receptor 2 complex (human). calcium dye fluorescence (FLIPR); percent of saturating CRF peptide response. activation, % at 13.2 µM. hit rate 0.46% among 350,000. AID 588473, 2011;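 active means activation of at least 50%, plus an integration ratio under a set limit after plate pattern correction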;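 further: plate controls were neutral control wells without compound for no effect and CRF at EC100 for full effect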
TAAR1 agonist: human TAAR1 agonists, primary screen, Fluo-8 calcium fluorescence, CHO RD-HGA16 cells; vehicle wells 0%, saturating PEA agonist 100%; Trace amine-associated receptor 1 (Homo sapiens), Q96RJ0; activation, % at 3 µM; hit rate 0.99% among 360,000;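 active means activation above the mean activation of all test compounds in the run plus 3 SD, cut at about 38% in these data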
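Test system: RD-HGA16 (CHO) cells co-expressing Gα16 and hTAAR1 | Doses: Single dose, 3 µM | Schedule: 17-24 h seeding, 75 min 37 °C dye, 30 min RT | Evaluation: % activation from peak over basal fluorescence ratio, DMSO-to-PEA scaled | Technique: Kinetic Fluo-8 calcium fluorescence | Benchmarks: Low control DMSO, high control PEA (EC100)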
* = called active by the depositor.

For CCCCN1C[C@H](CSC)[C@@H](CC(=O)Nc2ccc(Br)cc2)C1=O the results were CHRM5 PAM -7, M5 antag 0, M4 PAM -10, CHRM5 agonist 2, CHO-K1 Ca PAM 1, CRFBP-R2 block 0, TAAR1 antag 11, CRFBP-R2 agonist 1.0 and TAAR1 agonist -1.
Screening O=c1c2ccccc2ncn1-c1ccc2c(c1)OCCO2 returned CHRM5 PAM 2, M5 antag -10, M4 PAM 4, CHRM5 agonist 2, CHO-K1 Ca PAM 34, CRFBP-R2 block -11, TAAR1 antag -6, CRFBP-R2 agonist -0.6 and TAAR1 agonist 0.
Screening COc1ccc(/C=C/C(=O)C2CC2)cc1COc1cccc(C)c1C returned CHRM5 PAM -9, M5 antag 11, M4 PAM -11, CHRM5 agonist 0, CHO-K1 Ca PAM 16, CRFBP-R2 block 4, TAAR1 antag -30, CRFBP-R2 agonist 1.8 and TAAR1 agonist 2.
`CCCCN(C)CCN1C(=O)C2C(C(=O)Nc3ccc(C)cc3)C3C=CC2(O3)C1C(=O)NC1CCCCC1` (stereo not drawn) gave CHRM5 PAM 10, M5 antag -10, M4 PAM 12, CHRM5 agonist -2, CHO-K1 Ca PAM -1, CRFBP-R2 block -12, TAAR1 antag -3, CRFBP-R2 agonist -1.6 and TAAR1 agonist 4.
`O=C(CN1C(=O)C2C3c4ccccc4C(c4ccccc43)C2C1=O)Nc1cccc(C(=O)O)c1` (stereo not drawn) gave CHRM5 PAM 4, M5 antag 3, M4 PAM 8, CHRM5 agonist 1, CHO-K1 Ca PAM 22, CRFBP-R2 block -5, TAAR1 antag -2, CRFBP-R2 agonist -2.5 and TAAR1 agonist 1.
Screening Cc1c(S(=O)(=O)N(C)C2CCCCC2)c(=O)n(C)c(=O)n1C returned CHRM5 PAM 3, M5 antag -7, M4 PAM 1, CHRM5 agonist -3, CHO-K1 Ca PAM 17, CRFBP-R2 block -12, TAAR1 antag -9, CRFBP-R2 agonist 0.6 and TAAR1 agonist 1.
O=C(NCCN1CCOCC1)c1cc2sccc2n1Cc1ccc(F)cc1 was read as CHRM5 PAM 5, M5 antag -4, M4 PAM 1, CHRM5 agonist -2, CHO-K1 Ca PAM 19, CRFBP-R2 block -16, TAAR1 antag 17, CRFBP-R2 agonist -2.1 and TAAR1 agonist 5.
COc1ccccc1-n1c(SCC(=O)Nc2ccccc2C)nc(O)cc1=O was read as CHRM5 PAM -3, M5 antag 12, M4 PAM 8, CHRM5 agonist -3, CHO-K1 Ca PAM 14, CRFBP-R2 block -7, TAAR1 antag 8, CRFBP-R2 agonist 0.0 and TAAR1 agonist 10.
`CS(=O)(=O)c1nc(S(=O)(=O)c2ccc(Cl)cc2)c(N2CCN(CCO)CC2)s1` gave CHRM5 PAM 2, M5 antag -6, M4 PAM 1, CHRM5 agonist -9, CHO-K1 Ca PAM 13, CRFBP-R2 block -16, TAAR1 antag -3, CRFBP-R2 agonist 0.9 and TAAR1 agonist 1.
`O=C(Nc1cccc([N+](=O)[O-])c1)c1cnccn1` gave CHRM5 PAM -2, M5 antag -2, M4 PAM 0, CHRM5 agonist 0, CHO-K1 Ca PAM 20, CRFBP-R2 block 11, TAAR1 antag -5, CRFBP-R2 agonist 1.7 and TAAR1 agonist 2.
Screening CC12COC3(C(=O)Nc4ccccc4F)CC1CCC32C (stereo not drawn) returned CHRM5 PAM 11, M5 antag -2, M4 PAM 1, CHRM5 agonist 5, CHO-K1 Ca PAM 9, CRFBP-R2 block 1, TAAR1 antag -28, CRFBP-R2 agonist -1.9 and TAAR1 agonist 6.
Screening COCC(=O)Oc1cc(-c2ccc(C)cc2C)c(OC(=O)COC)c(-c2ccc(C)cc2C)c1 returned CHRM5 PAM -2, M5 antag -5, M4 PAM -6, CHRM5 agonist -2, CHO-K1 Ca PAM -3, CRFBP-R2 block 19, TAAR1 antag -5, CRFBP-R2 agonist 2.7 and TAAR1 agonist 0.
For COc1ccc(-c2csc3ncnc(N4CCN(S(=O)(=O)c5cccc(Br)c5)CC4)c23)cc1 the results were CHRM5 PAM -1, M5 antag 3, M4 PAM 10, CHRM5 agonist 2, CHO-K1 Ca PAM 1, CRFBP-R2 block -2, TAAR1 antag -12, CRFBP-R2 agonist 8.0 and TAAR1 agonist 4.
For CC(=O)Nc1cc(NC(C)=O)c(N=Nc2ccccc2)cc1C the results were CHRM5 PAM -10, M5 antag 12, M4 PAM -17, CHRM5 agonist -1, CHO-K1 Ca PAM 3, CRFBP-R2 block 0, TAAR1 antag -20, CRFBP-R2 agonist -3.2 and TAAR1 agonist 5.
N#CCCCC1(CCCC#N)OCCO1 was read as CHRM5 PAM 0, M5 antag 16, M4 PAM 1, CHRM5 agonist 0, CHO-K1 Ca PAM 12, CRFBP-R2 block 0, TAAR1 antag 3, CRFBP-R2 agonist 2.7 and TAAR1 agonist 0.
Screening C=C1C(=O)C23CCC4C(C)(C(=O)OC)CCCC4(C)C2CCC1(O)C3 (stereo not drawn) returned CHRM5 PAM 6, M5 antag 4, M4 PAM -2, CHRM5 agonist 5, CHO-K1 Ca PAM 7, CRFBP-R2 block -9, TAAR1 antag 20, CRFBP-R2 agonist 30 and TAAR1 agonist 32.
Screening CCCCC(=O)c1c(C)cc(C)[nH]c1=O returned CHRM5 PAM -1, M5 antag 5, M4 PAM 7, CHRM5 agonist -4, CHO-K1 Ca PAM 7, CRFBP-R2 block -2, TAAR1 antag -4, CRFBP-R2 agonist 3.3 and TAAR1 agonist 5.
COC(=O)c1ccc2nc(-c3cccc(Cl)c3)c(Cc3cccc(Cl)c3)n2c1 was read as CHRM5 PAM -4, M5 antag 1, M4 PAM -4, CHRM5 agonist -1, CHO-K1 Ca PAM 2, TAAR1 antag -5 and TAAR1 agonist 1.
`O=C(COc1ccc2c3c(c(=O)oc2c1)CCCC3)NC(Cc1ccc(Cl)cc1)C(=O)O` (stereo not drawn) gave CHRM5 PAM 3, M5 antag 6, M4 PAM -3, CHRM5 agonist 2, CHO-K1 Ca PAM 0, CRFBP-R2 block -4, TAAR1 antag 6, CRFBP-R2 agonist 5.3 and TAAR1 agonist 0.
Screening Cc1cc(=O)oc2c3c(cc(OCC(=O)NCCCn4ccnc4)c12)OC(C)(C)CC3 returned CHRM5 PAM -3, M5 antag -1, M4 PAM 5, CHRM5 agonist -4, CHO-K1 Ca PAM 7, CRFBP-R2 block 25, TAAR1 antag -3, CRFBP-R2 agonist -0.7 and TAAR1 agonist -1.
For Cc1ccc(-n2nnnc2SCC#N)cc1 the results were CHRM5 PAM 0, M5 antag 9, M4 PAM -1, CHRM5 agonist -1, CHO-K1 Ca PAM 15, CRFBP-R2 block -13, TAAR1 antag -8, CRFBP-R2 agonist -0.8 and TAAR1 agonist 0.
For C/C=C/c1ccc(OCCCN2C(=O)NC(C)(C)C2=O)c(OC)c1 the results were CHRM5 PAM 3, M5 antag -1, M4 PAM -1, CHRM5 agonist 1, CHO-K1 Ca PAM -7, CRFBP-R2 block -5, TAAR1 antag 21, CRFBP-R2 agonist -0.6 and TAAR1 agonist 0.
`Cc1oc(CC(C)C)cc1C(=O)Nc1cccc2ccccc12` gave CHRM5 PAM -6, M5 antag 2, M4 PAM -3, CHRM5 agonist -5, CHO-K1 Ca PAM -3, CRFBP-R2 block 18, TAAR1 antag 23, CRFBP-R2 agonist 0.9 and TAAR1 agonist 6.
Screening O=C(NCCc1csc(-c2cccnc2)n1)c1ccccc1 returned CHRM5 PAM -5, M5 antag 4, M4 PAM 1, CHRM5 agonist 2, CHO-K1 Ca PAM 29, CRFBP-R2 block 9, TAAR1 antag 18, CRFBP-R2 agonist -0.3 and TAAR1 agonist 0.
For COc1ccc(/C=N\NC(=O)c2c(C)nc3ccc(Br)cn23)cc1 the results were CHRM5 PAM -3, M5 antag -4, M4 PAM -4, CHRM5 agonist 0, CHO-K1 Ca PAM -1, CRFBP-R2 block -4, TAAR1 antag 4, CRFBP-R2 agonist 0.2 and TAAR1 agonist 8.
For COc1ccc(NC(=S)N2CCN(S(=O)(=O)c3ccc(C)cc3)CC2)cc1 the results were CHRM5 PAM 2, M5 antag 0, M4 PAM -3, CHRM5 agonist -3, CHO-K1 Ca PAM 5, CRFBP-R2 block 0, TAAR1 antag 3, CRFBP-R2 agonist 0.7 and TAAR1 agonist 1.
`Cc1c(Br)cc(C(=O)N2CCCCCC2)c(C)c1C` gave CHRM5 PAM 6, M5 antag -1, M4 PAM 7, CHRM5 agonist -7, CHO-K1 Ca PAM 23, CRFBP-R2 block -8, TAAR1 antag -1, CRFBP-R2 agonist -0.7 and TAAR1 agonist 3.
Screening Cc1ccc(CNC(=O)c2ccc(N3CCC4(CC3)CC(c3ccccc3)=NO4)c(NC(=O)c3ccc(Cl)c([N+](=O)[O-])c3)c2)cc1 returned CHRM5 PAM 5, M5 antag 18, M4 PAM -6, CHRM5 agonist -3, CHO-K1 Ca PAM -8, CRFBP-R2 block 1, TAAR1 antag 12, CRFBP-R2 agonist 1.8 and TAAR1 agonist 3.
O=C(CSc1nc2ncc(Cl)cc2[nH]1)N(Cc1ccccc1)C1CCS(=O)(=O)C1 (stereo not drawn) was read as CHRM5 PAM 2, M5 antag 10, M4 PAM 2, CHRM5 agonist -2, CHO-K1 Ca PAM -5, CRFBP-R2 block -18, TAAR1 antag -3, CRFBP-R2 agonist -1.7 and TAAR1 agonist 0.
For CCOC(=O)Cc1csc(NC(=O)CSc2nnc(Cc3csc(N)n3)n2C)n1 the results were CHRM5 PAM 5, M5 antag 1, M4 PAM 14, CHRM5 agonist 2, CHO-K1 Ca PAM 5, CRFBP-R2 block 10, TAAR1 antag -9, CRFBP-R2 agonist -0.7 and TAAR1 agonist 4.

Some of these compounds in order of SMILES length, smallest number first.
Screening O=C(NCCc1csc(-c2cccnc2)n1)c1ccccc1 returned CHRM5 PAM -5, M5 antag 4, M4 PAM 1, CHRM5 agonist 2, CHO-K1 Ca PAM 29, CRFBP-R2 block 9, TAAR1 antag 18, CRFBP-R2 agonist -0.3 and TAAR1 agonist 0.
`Cc1oc(CC(C)C)cc1C(=O)Nc1cccc2ccccc12` gave CHRM5 PAM -6, M5 antag 2, M4 PAM -3, CHRM5 agonist -5, CHO-K1 Ca PAM -3, CRFBP-R2 block 18, TAAR1 antag 23, CRFBP-R2 agonist 0.9 and TAAR1 agonist 6.
COc1ccccc1-n1c(SCC(=O)Nc2ccccc2C)nc(O)cc1=O was read as CHRM5 PAM -3, M5 antag 12, M4 PAM 8, CHRM5 agonist -3, CHO-K1 Ca PAM 14, CRFBP-R2 block -7, TAAR1 antag 8, CRFBP-R2 agonist 0.0 and TAAR1 agonist 10.

Screening results deposited in PubChem by several laboratories.
